# Bioassay records (PubChem BioAssay)
# TROY signal inh = blocks TROY-dependent signaling in reporter cells | 360,000 compounds, 0.98% hits | Q293 LMP1-TROYcd NF-kB luciferase reporter, 4 h | inhibition, % at 10 µM | AID 1347056;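 active = compounds whose plate-normalised and pattern-corrected inhibition of the luciferase reporter signal at the single screening dose is 50% or more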
# TWEAK-Fn14 inh = inhibitors of TWEAK-Fn14 interaction signaling. 360,000 compounds, 2% hits. inhibition, % at 10 µM. TWEAK-stimulated Fn14 reporter cells, luciferase luminescence, 8 h; in the data active = inhibition above about 50%
# NR5A2 inv ag = NR5A2 inverse agonism in reporter assay | O00482 | HEK293T StAR-luciferase reporter, LRH-1 transfected, 24 h | inhibition, % at 3.6 µM | 360,000 compounds, 0.13% hits | AID 602396;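 active = inhibition above the mean inhibition of all tested compounds plus 3 SD, cut at about 73% in these data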;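 note: 0% = DMSO wells and 100% = reporter-only cells lacking LRH-1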
# EBV LMP1 NFkB = inhibitors of Epstein-Barr LMP1-induced NF-kappaB reporter; AID 504558; LMP1-induced NF-kappaB luciferase reporter cells, luminescence; 350,000 compounds, 0.69% hits; inhibition, % at 12.5 µM; in the data active = inhibition above about 41%;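 note: 0% = neutral control wells and 100% = reference inhibitor control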
# NCOA1 inh = human NCOA1 inhibition. HEK293 GAL4-SRC1 luciferase reporter, luminescence. inhibition, % at 3.6 µM. 360,000 compounds, 0.12% hits;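 active = inhibition above the campaign mean plus 3 SD, with each screening campaign given its own cutoff, cut at about 60% in these data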;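 note: 0% = DMSO treated cells and 100% = gossypol at 36 µM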
# NOD2 RIPK2 PPI = inhibitors of human NOD2-RIPK2 interaction; O43353; CHO BLA complementation NOD2-RIPK2, CCF4 ratio; inhibition, % at 4.98 µM; 360,000 compounds, 0.38% hits; AID 624267; in the data active = inhibition above about 21%;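 note: 0% = vehicle only and 100% = reference blocker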
# Target sequence (O43353 whole entry, looked up): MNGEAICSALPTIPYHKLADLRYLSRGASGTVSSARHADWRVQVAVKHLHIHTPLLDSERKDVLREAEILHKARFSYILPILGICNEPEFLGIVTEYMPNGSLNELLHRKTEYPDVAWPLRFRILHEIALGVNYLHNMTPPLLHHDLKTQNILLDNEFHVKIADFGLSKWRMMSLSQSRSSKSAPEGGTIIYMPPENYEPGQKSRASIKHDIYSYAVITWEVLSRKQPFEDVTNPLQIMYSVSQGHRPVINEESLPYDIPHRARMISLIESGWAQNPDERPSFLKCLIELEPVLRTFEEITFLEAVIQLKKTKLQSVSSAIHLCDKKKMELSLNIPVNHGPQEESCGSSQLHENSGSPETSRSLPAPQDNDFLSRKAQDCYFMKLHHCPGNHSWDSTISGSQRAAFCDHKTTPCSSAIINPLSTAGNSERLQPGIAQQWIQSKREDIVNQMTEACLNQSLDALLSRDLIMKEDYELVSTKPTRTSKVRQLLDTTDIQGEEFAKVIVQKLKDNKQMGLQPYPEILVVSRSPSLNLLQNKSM
# SRC3 inh = inhibitors of human steroid receptor coactivator 3 (SRC3); Q9Y6Q9; HEK293 GAL4-SRC3 luciferase reporter, luminescence; inhibition, % at 3.6 µM; 360,000 compounds, 0.17% hits; AID 588352;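 active = inhibition above a per-campaign cutoff, the mean of all compounds plus 3 SD, cut at about 60% in these data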;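 note: 0% = DMSO-treated cells and 100% = gossypol-treated cells at 36 µM; higher means less SRC3-driven luciferase light from the GAL4 reporter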
# TLR9-MyD88 inh = inhibitors of human TLR9-MyD88 binding | Q9NR96+Q99836 | CHO BLA complementation TLR9-MyD88, CCF4 FRET ratio | inhibition, % at 4.98 µM | 340,000 compounds, 0.21% hits | AID 504734;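 active = inhibition above the mean over all tested compounds plus 3 SD, cut at about 21% in these data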;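 note: 0% = DMSO only wells and 100% = clavulanate BLA inhibitor control wells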
# TRAIL sens C8 = caspase-8 TRAIL sensitization. NB7+C8 cells + TRAIL, ATPlite viability luminescence. inhibition (viability loss, TRAIL sensitization), % at 10 µM. 360,000 compounds, 1% hits. AID 624354;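 active = compounds causing at least 50% loss of cell viability in the single-dose screen, relative to plate controls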
# NCOA2 inhibitor = human SRC2 (NCOA2) inhibition; Q15596; HEK293 GAL4-SRC2 luciferase reporter, luminescence; inhibition, % at 9 µM; 370,000 compounds, 0.17% hits;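 active = inhibition above the mean inhibition of all tested compounds plus 3 SD, set per campaign, cut at about 52% in these data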;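 note: 0% = DMSO treated cells and 100% = cells given Gossypol at 36 µM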
# NR2F2 inh = NR2F2 (human) inhibition, primary screen. P24468. HEK293T NGFI-A luciferase reporter, luminescence. inhibition, % at 8.6 µM. 370,000 compounds, 0.7% hits. AID 686940;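 active = inhibition above a per-plate cutoff, mean inhibition of test wells between control levels plus 3 SD, cut at about 38% in these data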;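 note: cells cotransfected with COUP-TFII expression vector driving the NGFI-A reporter; 0% = median of COUP-TF2 test wells and 100% = reporter-only cells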
# Target sequence (P24468 whole entry, looked up): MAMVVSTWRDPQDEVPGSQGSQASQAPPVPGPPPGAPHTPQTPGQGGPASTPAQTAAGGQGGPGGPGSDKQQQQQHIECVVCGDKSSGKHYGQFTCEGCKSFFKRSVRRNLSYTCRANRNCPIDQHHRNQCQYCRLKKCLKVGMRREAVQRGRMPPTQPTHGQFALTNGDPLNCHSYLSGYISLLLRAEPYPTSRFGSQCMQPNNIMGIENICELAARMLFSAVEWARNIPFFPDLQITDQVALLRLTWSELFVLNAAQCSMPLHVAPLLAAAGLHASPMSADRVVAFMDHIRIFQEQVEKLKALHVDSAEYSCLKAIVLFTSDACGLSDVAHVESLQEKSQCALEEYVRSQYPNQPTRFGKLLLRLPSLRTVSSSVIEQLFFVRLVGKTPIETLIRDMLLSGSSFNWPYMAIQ
# Numbers without * were called inactive; x = not tested or not shown. Some of the compounds tested (hit frequency here may not be typical).
SMILES,TROY signal inh,TWEAK-Fn14 inh,NR5A2 inv ag,EBV LMP1 NFkB,NCOA1 inh,NOD2 RIPK2 PPI,SRC3 inh,TLR9-MyD88 inh,TRAIL sens C8,NCOA2 inhibitor,NR2F2 inh
CCCCC[n+]1ccn(-c2nc3ccccc3nc2[N-]S(=O)(=O)c2ccccc2)c1,9,-1,-15,-13,-1,-1,-6,-1,-40,-8,12
COCCn1c(C)cc2c(c1=O)C(c1ccccc1F)C(C#N)=C(N)O2 (stereo unspecified),4,3,0,-5,-14,-9,3,11,-3,-17,1
CN(Cc1ccccc1)C(=O)c1ccccc1Br,-19,14,2,5,-11,-7,19,1,1,11,-7
Cc1ncc(C)c2c([N+](=O)[O-])cccc12,1,27,8,4,11,-3,18,2,13,-15,0
Cn1c(=O)c2[nH]c(COc3ccc(C(C)(C)C)cc3)nc2n(C)c1=O,39,32,14,9,27,5,32,0,33,x,x
OCCNCCCCOc1ccc(OCc2ccccc2)cc1,-36,25,-67,0,-83,2,-67,-6,28,-36,-20
O=C(N/N=C/c1oc(O)c2ccccc12)c1ccccc1,-29,-9,-108,-5,-82,-10,-52,1,-1,-100,-46
O=C1CC(c2ccccc2)CC(O)=C1C=Nc1ccc(Cl)cc1 (stereo unspecified),-18,10,-7,-21,-19,9,-4,7,-1,4,-14
O=Cc1coc2ccc3ccccc3c2c1=O,21,7,9,-10,2,-13,-9,12,-6,20,6
COc1ccccc1NC(=O)CN1CCC(C(=O)c2ccc(F)cc2)CC1,23,7,3,-9,-5,4,-10,-2,10,-9,11
C=CCC(Nc1ccccc1)c1cccc(OC)c1OC (stereo unspecified),-41,-2,13,x,4,-3,12,x,0,-12,3
COc1cccc2[nH]c3c(=O)[nH]cnc3c12,15,10,7,-4,12,1,11,1,-9,-15,-3
O=C(NCc1ccccc1)C(c1ccco1)N(C(=O)c1cnccn1)c1ccc(F)cc1 (stereo unspecified),-1,3,-10,11,-2,-18,-15,-8,4,15,4
COc1ccc2nc(NC(=O)CSc3nc(C)cc(=O)[nH]3)sc2c1,-24,-8,1,-2,-28,-9,-2,-11,5,0,9
C#CCOC(=O)Nc1cccn(Cc2c(Cl)cccc2Cl)c1=O,-26,5,-17,11,-20,-1,-11,2,30,8,-4
COC(=O)/C=C1/SC(=Nc2ccc(Cl)c(Cl)c2)NC1=O,43,-16,0,x,-6,-5,15,x,6,6,-2
COc1cccc(Cn2cc(N)cn2)c1,24,2,9,-8,-5,-4,4,9,-9,-18,7
CCN(Cc1cnn(C)c1)C(=O)c1ccc(OC2CCN(S(=O)(=O)N(C)C)CC2)cc1,11,1,5,6,-11,-7,20,-4,3,-19,7
C/C(=N\NC(=O)c1ccc(Br)cc1)C1C(=O)c2ccccc2C1=O,46,-4,-25,4,0,-2,-19,5,13,-14,11
CC(=O)NCC(=O)N(c1c(C)n(C)n(-c2ccccc2)c1=O)C1(C(=O)NC2CCCC2)CCCCC1,13,12,5,-6,-16,-10,7,-5,-5,-8,-6
COc1ccc(-c2ocnc2C(=O)Nc2ccc(N3CCOCC3)cc2N2CCOCC2)cc1OC,-4,3,-11,4,-2,0,-30,2,-9,0,-6
COc1ccc(S(=O)(=O)N2CCC(C(=O)N(C)Cc3ccc(C)o3)CC2)cc1OC,-4,15,-4,6,-12,-8,7,4,-3,9,-17
CN(CC(=O)Nc1ccc(F)c(F)c1F)C(=O)C1CCCO1 (stereo unspecified),2,8,-8,-8,6,1,1,1,-4,11,-2
CCn1c(NC(=O)c2ccccc2)c(-c2cccs2)c(=O)c2ccccc21,2,13,1,9,12,7,22,4,-1,-10,-22
O=C(CSc1nc2ccc([N+](=O)[O-])cc2[nH]1)c1ccc2ccccc2c1,4,-18,-3,-24,0,-5,0,-3,-4,3,6
# Other structures:
SMILES,TROY signal inh,TWEAK-Fn14 inh,NR5A2 inv ag,EBV LMP1 NFkB,NCOA1 inh,NOD2 RIPK2 PPI,SRC3 inh,TLR9-MyD88 inh,TRAIL sens C8,NCOA2 inhibitor,NR2F2 inh
Cc1ncc(CN2CCN(C3CCCC3)C(CCO)C2)s1 (stereo unspecified),-1,10,4,-2,-18,-6,20,4,4,-7,13
Cc1cccc(-c2noc(-c3c(C)noc3C)n2)c1,-29,-11,-2,x,-12,-22,-10,x,7,-30,3
COc1ccc(C(=O)Nc2ccccc2)cc1NC(=O)c1ccc([N+](=O)[O-])cc1,6,0,-3,-73,3,5,3,-5,-4,-31,0
O=C(NC1CCN(S(=O)(=O)c2ccccc2)CC1)c1ccccc1,8,6,-5,0,-22,-4,-10,-3,4,2,1
COCCn1cc(-c2csc(N)n2)c2ccccc21,7,-2,-2,3,2,1,-4,-9,15,11,-19
C[C@@H]1CN([C@H](C)CO)C(=O)c2cc(Br)cnc2O[C@@H]1CN(C)C(=O)CC1CC1,-10,22,-9,8,5,-9,12,4,8,-15,-24
NS(=O)(=O)c1ccc(NC(=O)c2ccc(CNS(=O)(=O)c3cc(C(F)(F)F)ccc3Cl)cc2)cc1,1,-17,-11,-7,-2,-5,13,-15,10,-32,4
COc1cccc(NC(=O)Cc2nnc(SCC(=O)NC3CCCC3)n2C)c1,-15,2,0,0,-8,-10,6,-4,-9,-26,4
CCOC(=O)C1CCN(S(=O)(=O)c2ccc(C)c(C)c2)CC1,-7,-1,-6,-2,-12,-11,14,-9,1,-44,16
Cc1cccc(OCc2nnc(SCc3cc(=O)n4cc(Br)ccc4n3)o2)c1,18,18,-1,5,-5,-2,4,4,25,-13,7
CC(=O)c1cc2c(cc1NC(=O)CCn1cnnn1)OCO2,-5,-6,6,-8,-20,0,-2,-3,15,15,6
COCCCN(C(=O)Cc1ccc(Cl)c(Cl)c1)c1c(N)n(Cc2ccccc2)c(=O)[nH]c1=O,5,3,1,-6,-19,5,-8,-2,-3,-17,12
Cc1nc2c(C)cccc2c2c1CCN2c1ccccc1F,-12,-19,9,9,16,6,26,-4,25,-22,11
CCOC(=O)C(C(=O)OCC)N(C#N)c1nc(SC)nc(N(C)C)n1,9,16,13,-2,6,-1,12,-2,-11,-16,7
O=C(O)c1ccc(/C=N/NC(=O)c2ccc3c(c2)OCCO3)cc1,-17,6,-20,0,-14,0,-28,-12,14,-71,-2
O=C(NCc1ccccc1)C(c1cc2ccccc2o1)n1c(=O)c(-c2ccco2)nc2ccccc21 (stereo unspecified),x,x,-41,x,x,-8,x,x,-10,-70,-32
O=C(O)c1sccc1S(=O)(=O)N1CCOCC1,15,9,-13,1,0,4,-15,-5,-11,4,-6
CS(=O)(=O)Nc1ccc(C(=O)Nc2ccccc2C(=O)N2CCCC2)cc1,4,-21,-22,6,3,-5,7,-7,2,-6,8
Cn1c(Cc2csc(N)n2)nnc1SCC(=O)NCc1ccccc1,-1,-4,15,-7,-3,-12,3,4,-41,-2,5
CS(=O)(=O)N1CCC(C(=O)Nc2ccc(F)c(Cl)c2)CC1,8,6,19,4,-5,-8,0,2,-18,-33,-4
CCCCCCn1c(CN2CCCC(C)C2)nc2c1c(=O)n(C)c(=O)n2C (stereo unspecified),-16,-33,-19,12,10,-8,-9,-4,12,-12,3
C/C(N)=C(/C#N)C(=O)CSc1nc2ccc(C)cc2[nH]1,-35,31,-151,-41,-89,-9,-86,-4,8,-55,-23
COc1cc(C)c(-c2[nH]ncc2-c2csc(C)n2)c(O)c1,-11,-5,6,11,5,2,8,5,-4,13,1
Cc1ccc(C(=O)NC2CCCCCC2)o1,-33,-12,3,-4,-36,-15,-12,13,-18,-20,1
Cn1c(=O)c2cc(S(=O)(=O)NC(C(=O)Nc3cccc(F)c3)c3ccccc3)ccc2n(C)c1=O (stereo unspecified),-19,24,6,-12,3,-14,-55,-1,-1,22,8
# The results go on:
SMILES,TROY signal inh,TWEAK-Fn14 inh,NR5A2 inv ag,EBV LMP1 NFkB,NCOA1 inh,NOD2 RIPK2 PPI,SRC3 inh,TLR9-MyD88 inh,TRAIL sens C8,NCOA2 inhibitor,NR2F2 inh
O=C(COc1ccccc1)NCc1ccc2c(c1)OCO2,-17,1,-1,2,-31,2,12,2,1,-19,8
O=C(CCc1nc2ccccc2[nH]1)N1CCc2ccccc2C1,3,-8,5,1,4,-21,5,-2,-10,-22,8
CCN(CC(=O)Nc1ccc(NC(C)=O)cc1)C(=O)c1ccc(N(C)S(=O)(=O)c2ccc(C)cc2)cc1,-16,3,5,-4,-5,-6,-9,1,9,5,-5
CCN(CC)CCCC(C)NC1=NCCCCC1 (stereo unspecified),-17,11,11,-3,6,1,11,-6,2,0,1
COc1ccc(CN2CCC(n3nccc3NC(=O)c3cccc(F)c3)CC2)cc1O,-14,-8,-12,6,7,-9,3,-5,2,-13,-29
COc1ccccc1C(=O)COC(=O)C(NC(=O)Cc1ccccc1)C(C)C (stereo unspecified),-1,-39,-10,-2,-3,-7,12,-14,11,-10,9
O=C(O)C1(Nc2ccccc2Cl)CCCC1,-1,4,0,1,12,-10,-11,1,-19,7,19
COc1cc(N2CCC(O)CC2)ccc1Nc1nnc(Cl)c(Nc2ccccc2S(C)(=O)=O)n1,18,16,7,-4,2,1,-11,-8,30,x,x
C#CCOCCOCCOCCNc1nc(N2CCN(C(=O)[C@H](CCCCN)n3cc(CN)nn3)CC2)nc(N2CCN(C(=O)[C@H](CCC(=O)O)n3cc([C@@H](N)[C@H](C)CC)nn3)CC2)n1,-5,7,2,-1,-16,4,2,-6,-2,-22,4
O=C(CSc1ccc(Cl)cc1)Nc1ccccc1N1CCN(C(=O)c2ccc(Cl)cc2)CC1,16,18,-6,11,-6,-4,10,-8,0,5,-1
CC(=O)c1ccc(NC(=O)N[C@@H](CC(C)C)C(=O)O)cc1,12,3,0,-3,2,-4,-9,-1,-5,-39,-17
COc1ccccc1CN=C1NC(=O)C(CC(=O)Nc2ccc(OC)c(OC)c2)S1 (stereo unspecified),7,-15,14,5,14,2,21,-1,0,-10,1
CC(=O)Oc1ccccc1/C=C1\CCOC1=O,-13,-3,-6,11,-1,8,-10,0,17,19,-13
CCCC(=O)N(c1ccc2oc(C)c(C(C)=O)c2c1)S(=O)(=O)c1ccc(C)c([N+](=O)[O-])c1,39,45,6,0,-14,0,-9,0,1,-15,-12
N#CC1=C(O)C(c2ccccc2)n2c1nc(=O)c1ccccc12 (stereo unspecified),2,10,7,0,-2,-6,9,-2,-26,-23,5
CC1CC(C)CN(C(=O)CSc2nc(Cc3cccs3)nc3ccccc23)C1 (stereo unspecified),26,10,5,19,-45,-9,-52,-4,15,5,-15
CCOc1ccccc1-c1cc(C(=O)N/N=C/c2cccnc2)c2ccccc2n1,-2,-29,10,3,-2,-9,10,10,11,-2,12
Cc1ccc(C(=O)NC2CCCCC2)cc1S(=O)(=O)N1CCCC1,-4,10,-42,-5,-26,-11,-20,7,0,-31,-22
CC(C)(C)C(C(=O)O)N1CCS(=O)(=O)CC1 (stereo unspecified),-2,3,11,3,-15,10,9,-9,-5,-9,15
